GPR55 antagonists – GPR55 antagonists blocking LPI-driven arrestin recruitment, primary screen, imaging, U2OS, beta-arrestin-GFP, LPI agonist (AID 2013); inhibition, % at 10 µM, or IC50 in µM where a hit was titrated; U2OS GPR55 beta-arrestin-GFP translocation imaging, LPI antagonism; higher % means a stronger effect; hit rate 0.13% among 290,000;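 active = spots per cell inhibited over 60%, with over 100 cells counted and total cytoplasm intensity under 500,000; inconclusive = wells with under 100 cells, flagged as likely toxic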;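 note: U2OS cells stably carrying GPR55 and arrestin-GFP stimulated by 5 µM LPI near EC80; imaged beta-arrestin-GFP aggregate spots per cell after agonist stimulation; plate controls were LPI-stimulated DMSO wells for no effect and DMSO wells without LPI for full effect; some results filed as inactive read as strong as hits; confirmed hits need IC50 under 10 µM and bright autofluorescent wells are also inconclusive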
NTR1 ag – NTR1-driven beta-arrestin-GFP spot formation – imaging, U2OS cells, high content, primary screen (AID 493036); activation, % at 20 µM; agonist mode; hit rate 0.17% among 330,000;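 active = activation at or above 40% of the spot to cytoplasm intensity ratio, with at least 20 cells analyzed; inconclusive = wells under 20 cells, flagged as cytotoxic or low count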;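 note: 0% = DMSO without peptide and 100% = 100 nM NTR1 peptide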
Target sequence (P30989 whole entry, looked up): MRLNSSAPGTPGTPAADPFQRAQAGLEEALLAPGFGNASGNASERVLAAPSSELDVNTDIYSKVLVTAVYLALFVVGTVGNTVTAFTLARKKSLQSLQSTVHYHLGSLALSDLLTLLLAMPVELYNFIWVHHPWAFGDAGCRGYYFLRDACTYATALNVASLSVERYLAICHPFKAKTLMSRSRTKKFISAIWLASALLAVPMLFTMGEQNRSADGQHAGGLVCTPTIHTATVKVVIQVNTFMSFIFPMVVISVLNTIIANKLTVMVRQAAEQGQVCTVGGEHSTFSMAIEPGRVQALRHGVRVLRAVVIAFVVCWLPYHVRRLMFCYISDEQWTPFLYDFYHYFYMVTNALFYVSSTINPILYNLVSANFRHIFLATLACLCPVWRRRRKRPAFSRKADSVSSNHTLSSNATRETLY
MgcRacGAP inhibition – MgcRacGAP GTPase-activating activity inhibitors, confirmation, biochemical, ADP Hunter fluorescence. MgcRacGAP-stimulated Rac1 GTP hydrolysis, ADP Hunter fluorescence; higher % means a stronger effect; GST-tagged Rac1 F28L mutant substrate. inhibition, % at 30 µM; hits with a dose series show IC50 in µM. hit rate 0.6% among 340,000. AID 624330;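 active = first-screen hits whose inhibition reached a set limit at any dose in the follow-up dose series; inconclusive = inhibition above the set first-screen limit but never retested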;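 note: fluorescence reports GDP produced by GAP-driven GTP hydrolysis; strong numbers were not always called active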
GPR35 arrestin U2OS – GPR35 antagonists blocking zaprinast-driven arrestin recruitment, primary screen, imaging, U2OS, beta-arrestin-GFP, zaprinast agonist (AID 2058); U2OS GPR35 beta-arrestin-GFP translocation imaging, zaprinast antagonism; higher % means a stronger effect; inhibition, % at 10 µM; hits with a dose series show IC50 in µM; hit rate 0.052% among 290,000;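 active = inhibition of at least 50% with at least 30 cells and total cytoplasm GFP at most 10,000,000; inconclusive = under 30 cells or total GFP of 10,000,000 plus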
Myeloid diff 2 – myeloid differentiation induction; ER-HoxA9 myeloid progenitors, lysozyme-GFP differentiation, flow cytometry; calls only at 10 µM; hit rate 1% among 360,000; AID 624256;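 active = normalized GFP-positive differentiation at or above the plate's own cutoff, the solvent-only control mean plus 3 SD; inconclusive = no clear call, values can overlap the other calls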;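 note: cells exposed to compound for four days before flow analysis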
HIV peptide binding – cell-free HIV fusion peptide-binding blockers – biochemical, uHTS, fluorescence dequenching, primary screen (AID 1986); cell-free peptide binding, fluorescence dequenching, 30 min; higher % means a stronger effect; one-dose inhibition, % at 20 µM; IC50 in µM for titrated hits; hit rate 0.3% among 290,000; in the data active = inhibition mostly above about 52%, no sharp cut-off; inactive = mostly below about 76%; note: some results filed as inactive read as strong as hits
Salmonella PhoP GFP – PhoP-dependent GFP reporter repression – Salmonella Typhimurium, primary screen (AID 1863). one-dose inhibition, % at 50 µM; IC50 in µM for titrated hits. S. Typhimurium PhoP-regulated promoter GFP reporter, 4 h; higher % means a stronger effect. hit rate 0.16% among 300,000;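 active = inhibition over 29.93%, a cutoff 3 SD above the screen mean, later confirmed by dose response; inconclusive = inhibition over 29.93% but no dose response follow-up; inactive = inhibition at most 29.93% or unconfirmed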;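 note: 0% = low Mg2+ inducing control and 100% = high Mg2+ repressing control; strong numbers were not always called active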
SIAH1 antagonists – Siah-1 peptide-binding antagonists, primary screen, biochemical, fluorescence polarization, rhodamine-plectin, uHTS (AID 1817) | Siah-1 / rhodamine-plectin peptide fluorescence polarization; higher % means a stronger effect | displacement, % at 20 µM; hits with a dose series show IC50 in µM | hit rate 0.02% among 290,000;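 active = displacement of at least 50% at 20 µM, with a fluorescence ratio check between 0.3 and a set limit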;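 note: plate controls were Siah plus tracer with DMSO for no effect and tracer alone without Siah for full effect; strong numbers were not always called active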
LYP inhibition – inhibitors of LYP phosphatase, biochemical, fluorescence intensity, uHTS (AID 1779); recombinant LYP phosphatase, fluorescence intensity; higher % means a stronger effect; one-dose inhibition, % at 11.5 µM; IC50 in µM for titrated hits; hit rate 0.054% among 290,000; in the data active = inhibition above about 50%;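 note: plate controls were vehicle with enzyme for no effect and no enzyme for full effect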
NTR1 ag cell count 20 µM – further read-out of NTR1 ag, marked with its call; cell count; measured here: cell count, cytotoxicity flag
Myeloid diff 2 GFP+ MAC1+ % – recorded beside Myeloid diff 2, whose call it bears; GFP+ MAC1+ double positive, %; measured here: differentiation confirmed by MAC1 staining
Numbers without * were called inactive; i = inactive; ? = inconclusive; nt = not tested or not shown; + = active, no number.

Value order: GPR55 antagonists	NTR1 ag	NTR1 ag cell count 20 µM	MgcRacGAP inhibition	GPR35 arrestin U2OS	Myeloid diff 2	Myeloid diff 2 GFP+ MAC1+ %	HIV peptide binding	Salmonella PhoP GFP	SIAH1 antagonists	LYP inhibition
1	COc1ccc(Cc2nnc(NCCO)[nH]c2=O)cc1OC
→ -3%	-0.4	109	10%	-4%	i	0.8	-1.4%	-3%	7%	-4%
2	CC(=O)Nc1cccc(NC(=O)c2ccc([N+](=O)[O-])cc2Cl)c1
→ -3%	1.9	84	-12%	18%	i	0.7	3.5%	-3%	3%	-6%
3	Cc1cccc(C(=O)N2CCCC(c3nc(-c4ccc(F)cc4)no3)C2)c1 (centres undefined)
→ -3%	1.5	53	6%	3%	i	0.3	1.7%	-2%	-1%	0%
4	COc1ccc(C(=O)c2c(O)cc(-c3ccc(OC)cc3)oc2=O)cc1
→ 10%	-1.0	41	7%	-2%	i	0.5	1.9%	-20%	6%	0%
5	CCN1C(=O)NC2C1N(S(C)(=O)=O)CCN2S(C)(=O)=O (centres undefined)
→ nt	0.2	52	-2%	14%	i	0.7	-0.9%	-10%	3%	-3%
6	COc1ccc(C(=O)c2cnc(C(C)C)n2C)cc1
→ 5%	2.5	48	-3%	0%	i	1.0	-1.4%	5%	-2%	-2%
7	Cc1cccc(NC(=O)CNC(=O)c2sc3ccccc3c2Cl)n1
→ nt	-0.3	41	5%	nt	i	0.6	nt	-26%	nt	nt
8	CCOc1ccc(C2NC(=O)NC(C)=C2C(=O)OCc2ccccc2)cc1 (centres undefined)
→ -3%	-0.2	59	7%	0%	i	0.3	-1.3%	-6%	10%	-9%
9	COc1ccc(OCCSc2nnc(-c3ccoc3C)n2C)cc1
→ 2%	0.5	68	6%	3%	i	0.6	-3.2%	4%	-2%	0%
10	CCOC(=O)N1CCN(C(=S)NC(C)(C)C)CC1
→ 6%	8.1	79	5%	-3%	i	2.2	0.2%	2%	4%	-5%
11	Cc1cccc(NC(=O)C2CCN(C(=O)N3CCOc4ccccc43)CC2)c1C
→ 3%	-3.2	54	20%	-7%	i	2.5	-0.4%	nt	18%	-12%
12	O=C(C[n+]1cc(-c2ccccc2)n2c1CCC2)N1c2ccccc2Sc2ccccc21
→ 3%	-1.5	34	13%	-4%	i	0.0	-2.2%	9%	-4%	-8%
13	O=C(Cc1ccc(Cl)cc1Cl)OCC(=O)N1CCN(C(=O)c2ccco2)CC1
→ 12%	0.0	92	9%	-7%	?	nt	-1.0%	-3%	-2%	-10%
14	O=C(CSc1nc(C2CCCCC2)n(-c2ccccc2)n1)NCC(F)(F)F
→ -14%	-2.0	78	9%	-2%	i	0.3	-1.4%	3%	5%	5%
15	Cc1onc(-c2ccccc2Cl)c1C(=O)Nc1ccc(S(=O)(=O)Nc2nccs2)cc1
→ 13%	0.8	95	10%	32%	i	0.2	3.6%	-3%	-6%	-6%
16	O=[N+]([O-])c1cc2c(cc1/C=N/NS(=O)(=O)c1ccc(Br)cc1)OCO2
→ 2%	1.5	49	nt	-3%	i	0.2	14%	6%	-6%	-6%
17	COc1ccc(NC2=C(C)C(=O)CC2)cc1
→ -15%	-0.4	67	6%	-9%	i	0.5	0.5%	8%	-6%	-15%
18	Cc1ccccc1NC(=O)c1ccno1
→ 6%	-0.6	62	9%	0%	i	1.3	-3.2%	-5%	3%	-3%
19	C=CCN(C(=O)Nc1ccc2c(c1)nc(C)n2C)c1ccccc1
→ -1%	1.0	53	-10%	3%	i	0.9	-0.7%	4%	-4%	-8%
20	CCOc1ccc(N2CC(C(=O)OCC(=O)NCc3ccccc3)CC2=O)cc1 (centres undefined)
→ 6%	-1.2	48	4%	-18%	i	1.8	0.3%	-3%	1%	2%
21	Cn1nnnc1SCCNCc1cc(Cl)ccc1OCc1ccccc1
→ 6%	2.8	68	8%	14%	i	0.7	-1.0%	10%	-1%	-6%
22	Cc1cc(S(=O)(=O)ON2C(=O)c3ccccc3C2=O)ccc1F
→ -6%	nt	nt	10%	3%	i	4.7	3.4%	-12%	-7%	-11%
23	CCOC(=O)C1=NN(c2ccc([N+](=O)[O-])cc2)CC1C(=O)OC (centres undefined)
→ 13%	-1.0	62	10%	13%	i	0.3	-2.2%	-3%	-6%	-8%
24	COc1ccc(COC(=O)C2CC(=O)N(Cc3ccc(C)cc3)C2)cc1 (centres undefined)
→ 8%	0.9	46	-1%	-7%	i	2.1	-1.5%	-7%	-3%	-10%
25	COc1ccc(NC(=O)Nc2ccc3c(c2)CCC3)c(OC)c1
→ 0%	-0.4	39	2%	-17%	i	0.8	-2.2%	-8%	0%	2%
26	COc1ccc(C)cc1S(=O)(=O)N1CCN(C(=O)c2ncoc2-c2cccc(F)c2)CC1
→ 3%	-1.4	46	7%	12%	i	0.1	-0.2%	4%	1%	-5%
27	CC(C)NC(=S)NNC(=O)C12CC3CC(CC(C3)C1)C2
→ -2%	-0.6	65	10%	-1%	i	1.1	-1.5%	-7%	-3%	-6%
28	COc1ccc(NC(=S)NCC2CCN(c3ccc(OC)cc3)C2)cc1 (centres undefined)
→ 3%	2.6	64	39µM*	-5%	i	0.6	-3.0%	-1%	-13%	-8%
29	CN(Cc1ccccc1)C(=O)c1ccccc1NC(=O)c1ccco1
→ -11%	-0.4	61	1%	-10%	i	0.5	-0.6%	-13%	1%	-12%
30	CC1(C(=O)O)CCC(C(=O)Nc2ccccc2O)C1(C)C (centres undefined)
→ -38%	0.0	74	4%	8%	i	1.2	2.6%	-8%	-1%	2%
31	CC(C)(C)NC(=O)C(c1cccnc1)N(C(=O)c1csnn1)c1ccccc1 (centres undefined)
→ 1%	0.0	44	5%	13%	i	0.5	-0.8%	-8%	1%	-7%
32	Cc1ccc(C(=O)N/N=C(\CC(C)C)c2ccccc2)cc1
→ -8%	0.3	65	6%	5%	i	1.2	-2.5%	-9%	-2%	-10%
33	CCN(CC(=O)N1CCCC1)S(=O)(=O)c1ccc(F)cc1
→ 8%	0.0	56	7%	-1%	i	0.2	2.2%	-5%	3%	-1%
34	COc1cccc(N2CCN(C(=O)C3CCN(S(=O)(=O)c4cccs4)CC3)CC2)c1
→ 7%	1.3	26	6%	-6%	i	0.2	-0.5%	-4%	0%	-8%
35	O=C(CN(C(=O)CCC(=O)Nc1nccs1)c1cccc(F)c1)NCC1CCCO1 (centres undefined)
→ 11%	1.1	38	14%	-3%	i	0.6	-3.1%	7%	-5%	-6%
36	CC(=O)c1c(C(C)=O)c(C)n(Cc2ccc3c(c2)OCO3)c1C
→ 6%	-0.8	82	8%	12%	i	0.4	12%	-3%	1%	2%
37	O=C(O)Cc1sc(NC2CCCCC2)nc1-c1ccc(Cl)cc1
→ 12%	2.4	48	10%	-4%	+	1.5*	29%	7%	4%	1%
38	CC(/C=C/c1ccccc1F)=N\NC(=O)c1ccc(Cl)cc1
→ 1%	0.0	57	4%	-2%	i	0.5	-0.9%	nt	2%	1%
39	CC#CCN1c2ccccc2[C@]23C[C@@H](C(=O)OC)N(C(=O)c4ccco4)C2=NC(C(=O)OC)=C(C(=O)OC)[C@H]13
→ -12%	1.8	53	5%	16%	i	0.8	0.6%	-1%	13%	-1%
40	O=C(OCC#CCSc1nnc(-c2ccncc2)o1)c1cccs1
→ 0%	-0.4	58	9%	-3%	i	4.4	0.2%	14%	2%	-4%
41	Cc1ccc(NC(=O)N2CCc3ccccc32)cc1
→ 9%	-2.1	87	4%	-8%	i	0.5	-0.2%	-3%	1%	-5%
42	O=C(Nc1nnc(C2CC2)s1)C1=NN(C2CCS(=O)(=O)C2)C(=O)CC1 (centres undefined)
→ 7%	0.8	39	3%	-17%	i	0.5	-2.0%	-6%	7%	3%
43	O=C(O)CCC(=O)N1CCN(c2nc(-c3ccccc3Cl)c3cc(Br)ccc3n2)CC1
→ 0%	-0.5	55	4%	-4%	i	1.5	25%	0%	-1%	2%
44	COC(=O)Cc1ccc(NC(=S)N2CCN(c3cccc(O)c3)CC2)cc1
→ -8%	3.1	47	10%	-2%	i	0.2	-0.1%	9%	-8%	-5%
45	CCCS(=O)(=O)N1CCC(C(=O)NCCCN2CCC(Cc3ccccc3)CC2)CC1
→ -13%	-1.2	47	-3%	1%	i	2.3	-1.9%	-8%	6%	-8%
46	C/C(=N\NC(=O)CN1CCN(S(=O)(=O)c2ccc(C)cc2)CC1)c1ccc(O)cc1
→ 4%	-0.4	45	19%	4%	i	1.1	-0.6%	-6%	20%	-3%
47	CCN(CC)CCn1c(SCC(=O)NCc2ccco2)nc2c(sc3ccccc32)c1=O
→ -2%	1.2	72	7%	2%	i	0.3	-1.4%	-7%	0%	-7%
48	COCCNC(=O)CN1C(=O)CC(C)(C)S(=O)(=O)c2ccccc21
→ -7%	2.4	37	2%	-10%	i	1.9	-0.5%	-5%	-1%	-2%
49	CCCC(=O)n1nc(-c2ccccc2)nc1N
→ 0%	-0.8	86	4%	-8%	i	1.2	-1.3%	2%	-4%	-6%
50	O=C(Nc1ccccc1Cc1ccccc1)c1ccccc1NS(=O)(=O)c1ccc(Cl)s1
→ 11%	6.4	55	8%	-8%	i	0.6	17µM*	-4%	18%	5%
51	CCn1c(O)c(/C=N/N=C2CCCCC2)c2cc(C3=NNC(=O)CC3)ccc21
→ -5%	3.4	70	11%	2%	i	0.6	-3.9%	0%	-10%	-2%
52	C[C@H]1C[C@@H]2[C@H]([C@@H](O)C[C@@]3(C)[C@H]2CC[C@]3(O)C(=O)CO)[C@@]2(C)C=CC(=O)C=C12
→ 0%	2.6	66	1%	-1%	i	19	-0.7%	-6%	-1%	-4%
53	CN(Cc1nc(-c2ccccn2)no1)S(=O)(=O)c1ccc(Br)cc1
→ 8%	0.7	37	10%	-6%	i	1.0	-3.5%	4%	-1%	-4%
54	C/C(=N\NC(=O)c1c(C)nc2ccccn12)c1ccc(N2CCOCC2)cc1
→ 2%	-1.5	70	6%	-2%	i	0.2	-0.6%	-16%	1%	3%
55	CC(=O)c1ccc(-c2ccc(C(=O)NC3CCCCCC3)o2)cc1
→ -4%	2.4	49	-3%	-10%	i	0.4	-0.7%	1%	-7%	-10%
56	CCOC(=O)c1coc(CNC(=O)c2c(C)oc3c2CCCC3)c1
→ 16%	-0.6	29	0%	4%	i	1.2	-0.3%	-6%	-4%	3%

Assay outcomes as filed in PubChem.
